PME-1 primary – blocks human protein phosphatase methylesterase 1. Q9Y570. recombinant PME-1, FP-Rh probe fluorescence polarization. inhibition, % at 5.9 µM. hit rate 0.53% among 320,000. AID 2130;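 active = inhibition above the campaign mean of all compounds plus 3 SD, cut at about 26% in these data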;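 also: competitive labeling of PME-1 active site by serine hydrolase directed probe; 0% = PME-1 with DMSO and 100% = wells lacking PME-1 enzyme; inhibitors block probe labeling so polarization falls and inhibition rises; many of its hits are not listed in these tables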
BCLXL inh – blocks human Bcl-xL binding to Bim BH3 peptide | GST-Bcl-xL / FITC-Bim BH3 peptide fluorescence polarization | inhibition, % at 10.9 µM | Q07817 | AID 2129 | hit rate 0.7% among 320,000;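 active = inhibition above the mean of all tested compounds plus 3 SD, cutoff set per campaign, cut at about 30% in these data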;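 also: 0% = DMSO wells and 100% = unlabeled Bim-BH3 peptide competitor; inhibitors lower millipolarization by displacing the labeled peptide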
MEX-5 binding – C. elegans MEX-5 TCR-2 RNA binding activity | hit rate 0.38% among 300,000 | Q9XUB2 | MEX-5/FITC-TCR2 RNA binding, fluorescence polarization; active compounds read low | activity score (negative = inhibition of binding), % at 10 µM;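 active = inhibition past about -25% in most replicates, and total fluorescence under double the plate's negative control median, limit read from the data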;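 also: 0% = DMSO and -100% = 5 µM competing unlabeled TCR2 RNA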
MCL1 BIM primary – disrupts human MCL1 binding to BIM-BH3 peptide; hit rate 0.68% among 320,000; inhibition, % at 10.9 µM; Q07820; GST-MCL1 / FITC-Bim-BH3 fluorescence polarization;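 active = inhibition above the mean inhibition of all tested compounds plus 3 SD, set per campaign, cut at about 40% in these data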;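 also: 0% = DMSO wells and 100% = unlabeled Bim-BH3 peptide control; higher means more loss of mP so more displacement of Bim peptide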
Fam108B counter – counter-screen for RBBP9 inhibitors: inhibitors of mouse Fam108B; recombinant Fam108B, FP-Rh probe fluorescence polarization; inhibition, % at 9.51 µM; hit rate 0.33% among 300,000; AID 1947;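 active = inhibition above the screen mean inhibition plus 3 SD, computed separately per campaign, cut at about 18% in these data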;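 also: inhibitors lower polarization as less probe binds the enzyme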
PAD4 inh – blocks human protein arginine deiminase 4. Q9UM07. recombinant PAD4, RCA probe fluorescence polarization. inhibition, % at 6.36 µM. hit rate 0.41% among 330,000. AID 485272;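 active = percent inhibition above a cutoff equal to the mean of all tested compounds plus 3 SD, cut at about 15% in these data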;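 also: 0% = PAD4 with RCA probe and DMSO and 100% = probe without PAD4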
Target sequence (Q9UM07 whole entry, looked up): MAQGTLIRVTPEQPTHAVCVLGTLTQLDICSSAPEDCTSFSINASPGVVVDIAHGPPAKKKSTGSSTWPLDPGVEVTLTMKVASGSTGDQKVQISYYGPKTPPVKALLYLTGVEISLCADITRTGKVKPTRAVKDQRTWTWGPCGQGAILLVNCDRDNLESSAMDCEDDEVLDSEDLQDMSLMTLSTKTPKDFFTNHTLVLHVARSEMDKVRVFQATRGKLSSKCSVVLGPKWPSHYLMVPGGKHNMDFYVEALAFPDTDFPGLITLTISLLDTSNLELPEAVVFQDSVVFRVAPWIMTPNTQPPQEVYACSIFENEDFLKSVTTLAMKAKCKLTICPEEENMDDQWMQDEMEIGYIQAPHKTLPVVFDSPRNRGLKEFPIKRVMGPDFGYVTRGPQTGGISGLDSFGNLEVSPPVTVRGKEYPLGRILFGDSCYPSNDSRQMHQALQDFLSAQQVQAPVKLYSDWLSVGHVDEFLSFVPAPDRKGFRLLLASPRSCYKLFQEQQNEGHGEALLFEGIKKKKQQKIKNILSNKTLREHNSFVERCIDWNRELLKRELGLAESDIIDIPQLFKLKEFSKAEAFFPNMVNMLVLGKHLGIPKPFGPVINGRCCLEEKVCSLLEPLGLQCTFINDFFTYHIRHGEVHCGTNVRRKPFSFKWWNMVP
TPT1 inhibitor – blocks Candida albicans tRNA 2'-phosphotransferase | inhibition, % at 5 µM | hit rate 0.81% among 300,000 | recombinant caTPT1, FP RNA substrate dephosphorylation;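 active = inhibition above the mean of all tested compounds plus 3 SD, set per screening campaign, cut at about 24% in these data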;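 also: plate controls were DMSO alone for no effect and ferristatin control at 100 nM for full effect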
GSTO1 counter – GSTO1 inhibition, counter-screen for RBBP9 inhibitors | inhibition, % at 5.96 µM | hit rate 1.1% among 300,000 | P78417 | recombinant GSTO1, activity-based probe fluorescence polarization | AID 1974;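 active = inhibition above the campaign mean inhibition plus 3 SD, cut at about 35% in these data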;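 also: 0% = GSTO1-1 with DMSO and 100% = wells lacking GSTO1-1 enzyme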
Target sequence (P78417 whole entry, looked up): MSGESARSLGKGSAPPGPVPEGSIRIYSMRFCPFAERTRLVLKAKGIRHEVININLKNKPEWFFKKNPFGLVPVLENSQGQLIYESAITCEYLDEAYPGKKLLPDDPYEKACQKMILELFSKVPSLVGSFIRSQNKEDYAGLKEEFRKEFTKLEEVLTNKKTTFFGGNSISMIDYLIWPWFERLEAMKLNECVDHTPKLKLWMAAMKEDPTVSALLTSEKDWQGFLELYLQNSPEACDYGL
GLD-1 TGE inh – GLD-1-TGE RNA interaction inhibition (C. elegans); hit rate 0.44% among 320,000; Q17339; inhibition, % at 5.96 µM; purified GLD-1 + fluorescein TGE RNA, fluorescence polarization;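 active = percent inhibition above a per-plate cutoff, the plate mean of test compounds plus 3 SD, cut at about 30% in these data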;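 also: 0% = DMSO wells with GLD-1 and probe and 100% = wells lacking GLD-1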
* marks the source's active call; other numbers are inactive results; . = no result given. Some of the compounds tested. The share of hits here may be higher or lower than overall.

compound,GSTO1 counter,MEX-5 binding,PAD4 inh,Fam108B counter,TPT1 inhibitor,MCL1 BIM primary,GLD-1 TGE inh,BCLXL inh,PME-1 primary
COc1ccccc1NC(=O)CSc1nncn1-c1cccnc1,4,-1.2,-1,1,-1,-4,1,2,-2
COc1ccc(CN2CCN(CCC(C)C)C(CCO)C2)cc1Cn1cncn1 (configuration not stated),-1,0.0,5,3,-3,13,6,-2,2
COc1ccc(CCn2c(SCC(=O)Nc3cc(C)on3)nc3ccccc3c2=O)cc1OC,2,2.1,0,3,0,13,10,2,0
CC(C)c1nc(SCC(=O)N2CCCc3ccccc32)c2c(=O)n(C)c(=O)n(C)c2n1,-1,-2.3,-3,1,2,-2,7,0,3
CCc1ccccc1N(C)S(=O)(=O)c1ccc2[nH]cc(C(=O)O)c(=O)c2c1,-6,3.9,-3,-3,2,3,2,5,-8
Cc1csc(NC(=O)CCCc2cccs2)n1,8,-0.1,-4,-2,0,5,-3,4,-3
O=C(NC(Cc1c[nH]c2ccccc12)C(=O)O)c1ccc(Br)cc1 (configuration not stated),4,0.6,-3,0,-2,-1,4,0,0
O=C(NCCCN1CCOCC1)NC1CCCCC1,-1,-0.2,0,-1,-6,-3,-3,0,-2
O=C1C(=O)N(Cc2ccco2)C(c2cccc(Cl)c2)/C1=C(\O)c1ccc2c(c1)OCCO2 (configuration not stated),-20,-1.4,-5,0,-4,5,0,4,5
CCCCC(=O)Nc1cc2nn(-c3ccc(OC)cc3)nc2cc1C,4,0.3,2,-4,0,1,1,5,2
COc1ccc(CNC(=O)CN(C)S(=O)(=O)c2ccc3c(c2)c(=O)n(C)c(=O)n3C)cc1,-3,0.6,0,6,-5,4,5,1,0
Cc1nc2scc(C)n2c(=O)c1S(=O)(=O)N1CCN(c2ccccc2)CC1,4,-1.1,0,-2,-4,-3,-8,2,-1
COc1ccccc1CCc1nnc(CCC(=O)N(C)Cc2cccc3cnccc23)o1,3,-0.2,-6,2,4,-2,7,-2,3
O=C(NC(=S)N1CCCC1)c1ccc(Cl)cc1Cl,1,-0.2,-3,-3,-4,-1,1,5,-4
CCN(CC)S(=O)(=O)c1cccc(NC(=O)C2CC(=O)N(c3ccc4c(c3)OCCO4)C2)c1 (configuration not stated),-4,-2.5,-1,4,1,-13,5,-9,3
COc1ccc(C(CNC(=O)c2oc3ccc(Cl)cc3c2C)N2CCCCC2)cc1 (configuration not stated),2,2.8,4,-6,-3,1,7,3,-1
COc1nc(-c2ccccc2)ccc1-c1noc(C)n1,6,-0.5,1,-1,-2,-5,3,0,-1
COC(=O)C1=C(C)NC(=O)/C1=C\c1ccco1,-2,-0.3,0,-6,2,3,4,4,-1
Cc1ccc2cc(CCNC(=O)c3ccc(S(=O)(=O)N4CCCCC4)cc3)c(=O)[nH]c2c1,-2,1.8,1,-1,0,6,-6,9,2
CCN(CC)CCCn1c(=S)[nH]c2cc(OC)c(OC)cc2c1=O,5,2.5,2,0,1,-5,3,-4,0
COc1ccc2c(c1)c(C(=O)CN1CCN(C(=O)c3ccco3)CC1)c(C)n2C,-1,-3.8,-2,4,-1,8,4,3,1
Cc1ccc(S(=O)(=O)N(C)c2ccc3ccccc3c2)cc1,10,0.4,-5,-1,-4,-4,-1,1,8
Cn1c(=O)c2c(SCC(=O)NCC3CCCO3)nc(-c3ccccc3Cl)nc2n(C)c1=O (configuration not stated),-2,-1.5,-4,0,-1,0,-1,7,3
O=C(N/N=C/c1ccccc1O)C1CCCC1,1,-0.3,0,-1,-2,10,3,4,-3
CC(C)CC1Nc2ncnc(N3CCOCC3)c2N(Cc2ccc(Br)cc2)C1=O (configuration not stated),-4,-1.8,-3,-1,-1,1,-2,4,0
Cc1cccc(C2NC(c3cccc(C)c3)C(C)C(=O)C2C)c1 (configuration not stated),2,2.9,-4,0,-1,-1,1,0,6
C/C(=N\NC(=S)NCc1ccccc1)c1cccs1,-9,-2.2,-4,-1,4,5,7,7,11
Cc1ccc(C(=O)NCc2ccc3c(c2)OCO3)cc1C,-7,-1.7,-2,0,-5,-6,2,1,-5
CSC1CCCCC1(O)CSc1nc2ccccc2o1 (configuration not stated),5,2.3,-1,-6,2,2,4,6,6
CCCN(C(=O)CSc1cc(-c2ccccc2)c2ccc(OC)cc2n1)C1CCS(=O)(=O)C1 (configuration not stated),-13,1.8,2,0,0,0,-3,-1,-7
CC(C)C(=O)N1CCc2cc(-c3csc(N)n3)ccc21,7,-4.5,-4,3,12,11,2,8,2
O=S(=O)(c1ccc(NCCc2c[nH]c3ccccc23)nc1)N1CCOCC1,-3,-2.3,-5,-1,0,5,3,-1,3
O=C(Nc1ccc([N+](=O)[O-])cn1)c1cccnc1,1,0.4,-5,0,0,-1,0,4,-3
Nc1cc(S(=O)(=O)Nc2ccc(Br)cc2)ccc1Cl,9,-2.7,4,7,1,-3,9,2,-15
COc1ccc(CCNC(=O)C2CCN(S(C)(=O)=O)CC2)cc1,-1,0.8,-4,3,-1,7,6,6,0
Cc1ccccc1NC(=O)c1cccc(S(=O)(=O)Oc2ccc([N+](=O)[O-])cc2)c1,-2,1.1,1,-1,-2,7,6,7,2
Cc1noc(C)c1C(=O)Nc1ccc(Cl)cc1C(F)(F)F,5,-2.4,-2,0,0,3,1,0,-4
CO/N=C\CC(=O)Nc1ccc(Cl)c(Cl)c1,-2,-2.1,7,4,1,7,3,3,-7
CCOC(=O)c1c(/N=C/C2=C(O)CC(C)(C)CC2=O)sc(C(C)=O)c1C,7,1.3,2,-1,-1,0,5,7,0
CCOc1ccccc1C(=O)OCC(=O)NCCc1ccc(OC)cc1,.,.,-4,.,.,4,1,0,6
Cc1cc(S(=O)(=O)N2CCCCC2CCNC(=O)C(=O)NCc2cccnc2)ccc1F (configuration not stated),12,2.9,-4,1,0,2,-4,0,-1
Cc1ccc(C(C(=O)NC(C)(C)C)N(CCCN2CCOCC2)C(=O)c2ccc(-c3ccccc3)[nH]2)o1 (configuration not stated),1,-0.5,-1,-5,1,9,2,8,-7
CCN(Cc1ccncc1)C(=O)c1ccc2c(c1)S(=O)(=O)c1ccccc1C2=O,-2,1.6,-2,0,-2,5,-1,10,1
COc1ccc(-n2c(SCC(=O)Nc3ccc(NC(C)=O)cc3)nc3ccccc3c2=O)cc1,-8,2.2,-3,-1,-3,4,-1,1,-3
O=C(CCC(=O)OCC(=O)c1ccc(Cl)cc1)NC1CCCCC1,7,0.3,-1,4,-1,11,-2,3,6
CCC1CCC2(CC1)NC(=O)N(CC(=O)Nc1cc(C)on1)C2=O (configuration not stated),-4,2.0,-4,-4,-1,-2,-14,2,2
Cc1cccc(NC(=O)CCCCCN2C(=O)[C@@H]3Cc4ccccc4CN3C2=O)c1,4,-1.9,-3,-2,-2,-3,-6,4,1
Cc1cc(/C=N/NC(N)=S)c(C)n1-c1ccc(Cl)cc1,-32,-1.4,-1,-4,13,-16,-36,-10,4
CCOc1ccccc1-c1cc(-c2n[nH]c(=S)n2CC)c2ccccc2n1,-3,-2.0,1,-1,-11,-8,6,-11,3
COc1cc(/C=C/c2[nH]c(=O)[nH]c(=O)c2[N+](=O)[O-])cc([N+](=O)[O-])c1O,53*,-5.8,0,9,-1,24,7,15,-2
CCC(=O)n1nc(-c2ccc(Cl)cc2)nc1N,6,0.0,1,0,0,-1,-1,-2,0
COc1cc(NC(=O)Cn2c([N+](=O)[O-])cnc2C)c(OC)cc1Cl,-1,-1.2,3,3,0,-8,-2,3,2
COc1cccc(N2CCN(C(=O)c3cc4ccc(OC)cc4[nH]3)CC2)c1,4,1.7,-5,3,3,2,4,6,0
COc1ccccc1NC(=O)/C(=C\c1cccs1)NC(=O)c1ccco1,1,4.5,-1,-5,-3,4,7,1,-10
CCOc1ccccc1OCCCCN1CCCC1,-3,-4.7,-3,1,-2,-2,0,-1,-3
Cc1cc(NS(=O)(=O)c2ccc(NC(=O)/C=C/c3ccco3)cc2)nc(C)n1,-5,0.0,-1,0,-1,6,7,10,-1
Cc1nc2ccc(NC(=O)NCCO)cc2s1,11,-4.1,-1,-1,-2,3,0,6,0
COc1cc(NC(=O)c2cc(C)nc3ccccc23)cc(OC)c1OC,10,-2.3,29*,1,1,3,-3,-7,4
O=C(CS(=O)(=O)Cc1ccccc1)N1CCN(c2ccccc2F)CC1,0,-3.9,-4,2,0,2,-4,1,6
COc1cc(NC(=O)CN2C(=O)c3ccccc3Sc3ccc(C(=O)N4CCOCC4)cc32)cc(OC)c1OC,-7,0.6,0,2,0,4,0,6,5

Later entries:
compound,GSTO1 counter,MEX-5 binding,PAD4 inh,Fam108B counter,TPT1 inhibitor,MCL1 BIM primary,GLD-1 TGE inh,BCLXL inh,PME-1 primary
CCC(=O)Nc1nnc(SCCOC)s1,1,0.8,3,-2,-8,5,5,5,2
CSCCCNC(=S)N1CCc2ccccc2C1,-4,-1.0,0,-2,2,3,6,-2,2
O=C(O)CC(=O)Nc1ccc(Oc2ccc(C(F)(F)F)cn2)c(Cl)c1,7,-2.8,0,-1,3,-4,-3,6,-1
Cn1nnc2ccccc2c1=O,-1,0.1,-1,4,0,-5,6,2,-2
O=C(CSc1ncn[nH]1)Nc1cccc(S(=O)(=O)N2CCCCCC2)c1,4,2.2,-5,0,1,-9,0,4,-4
COc1ccccc1C(C[N+](=O)[O-])c1c[nH]c2ccccc12 (configuration not stated),-4,-3.4,4,-1,2,-3,12,-2,-2
CC(=O)c1cccc(NC(=O)c2cccc(N3C(=O)c4ccccc4C3=O)c2)c1,0,-0.4,-3,-5,0,1,-4,0,-3
Cc1ccnc(NC(=O)CCC(=O)N(CC(=O)NC(C)(C)C)C2CCCC2)c1,7,-1.4,-3,2,-1,0,9,-4,-4
CCCC(c1nnnn1C(C)(C)CC)N1CCN(C(=O)c2ccco2)CC1 (configuration not stated),2,-0.5,2,-4,-3,-1,5,10,1
COc1ccc(N2CC(C(=O)Nc3nnc(SCC(=O)NCC4CCCO4)s3)CC2=O)cc1 (configuration not stated),16,0.5,1,0,-1,6,2,12,-3
CNC(=S)N1CCN(S(=O)(=O)c2ccc3ccccc3c2)CC1,1,-4.6,3,-2,2,5,6,8,5
CCN1C(=O)CSc2ccc(C(=O)OC)cc21,1,-1.1,-2,-1,0,7,3,1,4
Cc1ccc(NC(=O)c2c(C)noc2-c2snnc2C)cc1,-1,0.0,0,-1,0,-3,4,2,2
COc1cccc2c1C(=O)O/C2=C/c1ccc2c(c1)OCO2,4,0.7,-5,-4,0,-2,9,-5,-4
O=C(O)C1=C[C@H](c2ccc(C(F)(F)F)cc2)C[C@H](OCCCCO)O1,-1,0.4,-1,0,-1,4,6,2,0
CCOc1cccc(-c2nnc(SCC(=O)Nc3cc(OC)cc(OC)c3)n2N)c1,4,0.6,-2,3,-2,5,2,5,-6

High-throughput results: PubChem, several laboratories
